Bioassay records from PubChem BioAssay.
SW480 rereplic = DNA re-replication induction in SW480 cells; Potency, µM (doses to about 46.1 µM), without a hit: at the highest dose re-replication activation, most hits filed as activators; SW480 DNA re-replication, Hoechst DNA content imaging, 48 h; 340,000 tested, 1.8% active; note: potency is the fitted concentration of half-maximal effect; % of control where 0% means no effect; nearly all actives have a fitted effect of over 55% in size
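Hoechst fluorescence of nuclei (405 nm excitation, 500-530 nm emission) measured by plate-scanning imager after 48 hr compound exposure at 37 C; re-replication scored as increased number of nuclei with elevated intensity.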
IL-1B inflam inh = inhibitors of inflammasome signaling (IL-1 beta secretion) | THP-1 LPS/ATP IL-1B secretion, AlphaLISA, 16 h; active compounds read low | activity change, % at 57.5 µM | 360,000 tested, 4.7% active | AID 743279; in the data active = activity change below about -50%; inconclusive = mostly about -30% to -49%; note: % is set by controls: 0 for no effect and ±100 for the full control effect
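Secreted IL-1B measured by AlphaLISA bead assay after 16 h compound exposure of THP-1 cells; compounds (final up to 57.5 uM) added 1 h before LPS (250 ng/mL) and ATP (1.25 mM) stimulation; lower signal means less secretion.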
S2 tox = reduces viability in counter-screen for ATXN expression inhibitors; S2 cells (HEK-293 line with an ATXN2-luciferase reporter) viability, CellTiter-Fluor protease fluorescence, 24 h; Potency, µM (titrated, usually from 56.7 µM), usual class: cytotoxic; 400,000 tested, 0.49% active; note: potency is the fitted concentration of half-maximal effect; nearly all actives have a fitted effect of over 40% in size
MCF10A rereplic = inducers of DNA re-replication in MCF 10A breast cells; MCF 10A DNA re-replication, Hoechst nuclear intensity, 48 h; Potency, µM (highest dose often 46.1 µM), inactives show at the top dose activity, positive = re-replication, most hits filed as activators; 350,000 tested, 2.9% active; note: potency is the fitted concentration of half-maximal effect; % of control where 0% means no effect; nearly all actives have a fitted effect of over 50% in size
KB-3-1 cytotox = kills parental KB-3-1 adenocarcinoma cells; KB-3-1 viability, CellTiter-Glo ATP luminescence, 72 h; Potency, µM (top dose mostly 46.1 µM), inactives show at the top dose activity change, negative = cytotoxic, usual class: cytotoxic; 400,000 tested, 1.4% active; note: potency is the fitted concentration of half-maximal effect; % is set by controls: 0 for no effect and ±100 for the full control effect; nearly all actives have a fitted effect of over 60% in size
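KB-3-1 parental drug-naive adenocarcinoma cells in DMEM/10% FBS, incubated 72 h at 37 C with pin-transferred compounds across a concentration series. Viability by CellTiter-Glo luminescence; concentration-response curves fitted after normalization.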
HT1080 IDH1KD tx = kills HT-1080 cells with IDH1 knockdown; HT-1080 IDH1 knockdown viability, ATP luminescence, 48 h; Potency, µM (top dose mostly 46.1 µM), without a hit: at the top dose activity, negative = toxicity, hits mostly cytotoxic; 360,000 tested, 2% active;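 note: potency is the fitted concentration of half-maximal effect; 0% = DMSO wells and -100% = cell-free medium wells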
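Assay cells: HT-1080 with IDH1 knockdown, 750 per well, RPMI/5% FBS. Exposure: 48 h at 37 °C following 2 h pre-incubation. Read: CellTiter-Glo luminescence; fitted concentration-response, curve class assigned.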
HepG2 viability = kills HepG2 cells in TGF-b inhibitor counter-screen; 410,000 tested, 0.76% active; HepG2 CAGA-GFP viability, ATP luminescence, 18 h; Potency, µM (titrated, usually from 46.1 µM), without a hit: at the highest dose activity change, negative = cytotoxicity, usual class: cytotoxic; note: potency is the fitted concentration of half-maximal effect; some results filed as inactive show a strong effect at the top dose
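CellTiter-Glo luminescence gave cytotoxicity after 18 hours at 37 degrees C. The cells were HepG2 CAGA-GFP in 1% FBS DMEM, stimulated with 500 pg/mL TGF-beta after compound addition. %Activity was normalised to no-cell wells (complete cell-killing) and DMSO (no toxicity), and curves were fitted and classified.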
ATXN2 expr inh = ATXN2 expression inhibition; HEK-293 ATXN2-luciferase reporter, luminescence, 24 h; Potency, µM (titrated, usually from 57 µM), for the others: at the top dose activity change, negative = inhibition, actives largely listed as inhibitors; 360,000 tested, 0.72% active; note: potency is the fitted concentration of half-maximal effect; % is set by controls: 0 for no effect and ±100 for the full control effect; nearly all actives have a fitted effect of over 55% in size
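ATXN2-luciferase reporter cells (luciferase flanked by upstream and downstream ATXN2 gene portions) were treated 24 h at 37 °C with compounds at up to 57 uM. SteadyGlo luminescence gave expression; GF-AFC fluorescence gave viability.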
HT1080-NT tox = kills 2HG-producing HT-1080-NT fibrosarcoma cells; HT-1080-NT fibrosarcoma viability, CellTiter-Glo ATP luminescence, 48 h; Potency, µM (top dose mostly 46.1 µM), for the others: top-dose activity, negative = less viability, hits mostly cytotoxic; 360,000 tested, 1.6% active;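 note: NT is the 2HG producing partner of a matched IDH1 knockdown line; potency is the fitted concentration of half-maximal effect; 0% = DMSO-treated cells and -100% = media-only wells without cells; nearly all actives have a fitted effect of over 55% in size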
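A 48-hour cytotoxicity screen used HT-1080-NT cells plated 2 hours before compound delivery. ATP-based CellTiter-Glo luminescence measured viability, normalized to DMSO and no-cell controls.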
* marks the source's active call; other numbers are inactive results; i = inactive; ? = inconclusive; nt = no result given; & = joins results of further samples; [ ] = another dose, or the depositor's remark. Unless noted, calls come from the whole dose curve; as a rule, active = well fitted curve in the direction sought with a large enough effect; inconclusive = small, poorly fitted or top-dose-only effect, or another doubt; inactive = no such curve, though single readings can be large; an effect the other way counts as inactive or inconclusive.

SMILES	SW480 rereplic	IL-1B inflam inh	S2 tox	MCF10A rereplic	KB-3-1 cytotox	HT1080 IDH1KD tx	HepG2 viability	ATXN2 expr inh	HT1080-NT tox
CNC(=S)N1N=C(c2cccs2)CC1c1ccc(OC)cc1 (configuration not stated)	-3%	?	i	?	-2%	-17%	10%	19%	-15%
COc1ccc(S(=O)(=O)N2CCC(C(=O)NCCCn3ccnc3)CC2)cc1C	-11%	-6	i	12%	1%	13%	-9%	-3%	11%
O=C(COC(=O)c1cc2ccccc2o1)NCc1ccco1	-7%	4	i	1%	0%	-2%	-11%	nt	-1%
COc1ccc(Cl)cc1C=CC=Nc1ccc(S(N)(=O)=O)cc1	?	-101*	i	?	6%	?	-20%	?	-23%
Cn1c(=O)c2c(nc(SCC(=O)Nc3ccc(F)c(F)c3)n2Cc2ccccc2F)n(C)c1=O	nt	nt	i	nt	1%	nt	1%	9%	nt
CC(C)[C@H](NC(=O)N1CCn2c1nc1ccccc12)C(=O)NCc1ccco1	1%	-18	i	0%	15%	-4%	-2%	0%	-8%
Cc1cccc(CNC(=O)c2ccc(Cn3c(SCc4ccccc4)nc4cccnc43)cc2)c1	nt	nt	i	nt	-13%	nt	-25%	-5%	nt
O=c1c2ccccc2n(Cc2ccccc2F)c(=O)n1Cc1ccccc1F	9%	-10	i	13%	3%	5%	-9%	0%	7%
CCC(=O)N1CCCC(C(=O)NCc2ccc(C(C)C)cc2)CC1 (configuration not stated)	nt	29	i	nt	0%	0%	-4%	1%	0%
CCN1CCN(CCc2nc3cc([N+](=O)[O-])ccc3n2C)CC1	-130%[inhibitor]	6	i	-4%	5%	8%	7%	-6%	18%
Nc1cc(S(=O)(=O)Nc2ccccc2Cl)ccc1N1CCCCC1	7%	-21	i	6%	-17%	-6%	-25%	8%	-7%
CN(C)S(=O)(=O)c1ccc(C(=O)OCC(=O)Nc2cccnc2Cl)cc1	-16%	-2	i	-1%	17%	2%	-78%	-29%	2%

Part of the list above in order of molecular weight, low to high.
SMILES	SW480 rereplic	IL-1B inflam inh	S2 tox	MCF10A rereplic	KB-3-1 cytotox	HT1080 IDH1KD tx	HepG2 viability	ATXN2 expr inh	HT1080-NT tox
O=C(COC(=O)c1cc2ccccc2o1)NCc1ccco1	-7%	4	i	1%	0%	-2%	-11%	nt	-1%
COc1ccc(Cl)cc1C=CC=Nc1ccc(S(N)(=O)=O)cc1	?	-101*	i	?	6%	?	-20%	?	-23%
Nc1cc(S(=O)(=O)Nc2ccccc2Cl)ccc1N1CCCCC1	7%	-21	i	6%	-17%	-6%	-25%	8%	-7%
CC(C)[C@H](NC(=O)N1CCn2c1nc1ccccc12)C(=O)NCc1ccco1	1%	-18	i	0%	15%	-4%	-2%	0%	-8%

Remaining list, next part.
SMILES	SW480 rereplic	IL-1B inflam inh	S2 tox	MCF10A rereplic	KB-3-1 cytotox	HT1080 IDH1KD tx	HepG2 viability	ATXN2 expr inh	HT1080-NT tox
COCCN1Cc2cccc(C(=O)NC(C)CCc3ccco3)c2C1=O (configuration not stated)	3%	4	i	17%	1%	-15%	1%	-11%	-10%
Cc1ccc(S(=O)(=O)NC2=NCN(Cc3ccccc3)CN2)cc1	-1%	-1	i	2%	3%	-5%	-32%	-8%	-1%
COc1ccc(OC)c(NC(=O)CSc2sc3c(O)cc(=O)[nH]c3c2C#N)c1	-2%	14	i	0%	-1%	19%	11%	-12%	24%
CN1C(C(=O)Nc2ccc(F)cc2F)=CC(c2cccs2)=NS1(=O)=O	-13%	5	i	-1%	0%&7%	-3%	-23%&-2%	-9%&-8%	-4%
O=C(CCc1ccccc1)NNC(=O)c1ccccc1Br	?	0	i	0%	-3%	?	-1%	4%	12%
C[C@@H](O)CNC(=O)c1[nH]cnc1C(=O)N[C@H](C)c1ccccc1	nt	23	i	nt	6%	11%	-14%	4%	12%
CN(C(=O)C1Cc2c(-c3ccccc3Oc3ccccc3)ccnc2O1)c1ccccc1 (configuration not stated)	nt	-6	?	nt	-5%	-12%	-20%	-12%	?
O=C(CCNC(=O)C1CCN(S(=O)(=O)c2ccc(F)cc2)CC1)NCc1ccc(F)cc1	14%	21	i	4%	14%	13%	0%	-3%	6%
CC1CCCC(NC(=O)COC(=O)COc2cccc(F)c2)C1C (configuration not stated)	-8%	5	i	-9%	0%	17%	-5%	7%	29%
COc1ccccc1-n1nc(C)cc1N	29%[1.84 µM]	8	i	-7%	3%	12%	-38%	5%	9%
CCCn1c(SCC(=O)NCc2ccc3c(c2)OCO3)n[nH]c1=O	-10%	8	i	-3%	-10%	-3%	-1%	-5%	-2%
FC(F)(F)c1ccncc1-c1nnc(C2CCCCC2)o1	9%	15	i	?	12%	14%	-11%	2%	4%

An excerpt of these results, with two lines to a compound:
Each structure is followed by: SW480 rereplic | IL-1B inflam inh | S2 tox | MCF10A rereplic | KB-3-1 cytotox | HT1080 IDH1KD tx | HepG2 viability | ATXN2 expr inh | HT1080-NT tox
- Cc1ccc(S(=O)(=O)NC2=NCN(Cc3ccccc3)CN2)cc1
    -1% | -1 | i | 2% | 3% | -5% | -32% | -8% | -1%
- FC(F)(F)c1ccncc1-c1nnc(C2CCCCC2)o1
    9% | 15 | i | ? | 12% | 14% | -11% | 2% | 4%
- C[C@@H](O)CNC(=O)c1[nH]cnc1C(=O)N[C@H](C)c1ccccc1
    nt | 23 | i | nt | 6% | 11% | -14% | 4% | 12%

(further entries)
SMILES	SW480 rereplic	IL-1B inflam inh	S2 tox	MCF10A rereplic	KB-3-1 cytotox	HT1080 IDH1KD tx	HepG2 viability	ATXN2 expr inh	HT1080-NT tox
CC(C)CC1C(=O)N(Cc2cn(CCC3OCCO3)nn2)CCS(=O)(=O)N1Cc1ccc(-c2ccc(Cl)c(Cl)c2)cc1 (configuration not stated)	nt	-26	nt	nt	-5%	?	-56%	?	?
COc1ccc(/C=C/C(=O)NC2CCCCC2C)cc1 (configuration not stated)	0%	-13	i	2%	2%	2%	2%	32%	0%
CC1Cc2ccccc2N1C(=O)CSc1nc2cc3c(cc2cc1C#N)OCO3 (configuration not stated)	-1%[9.22 µM]	22	i	25%	7%	13%	0%	-13%	8%
O=C(CCCO)NNc1c2ccccc2nc2ccccc12	?	13	i	-5%	-2%	1%	-12%	1%	6%
Cc1ccc(/C=C/C(=O)O)cc1S(=O)(=O)Nc1ccc2c(c1)OCO2	-16%	4	i	9%	7%	8%	3%	7%	12%
CN(C)S(=O)(=O)c1ccc(N2CCOCC2)c(C(=O)O)c1	-11%	5	i	-3%	6%	3%	-23%	5%	3%
Cc1oc2c(C)c3oc(=O)c(CCC(=O)N[C@@H](CC(C)C)C(=O)O)c(C)c3cc2c1C	1%	13	i	-2%	8%	11%	5%	7%	2%
O=C(CN1CCOCC1)N1N=C(c2cccs2)CC1c1cccs1 (configuration not stated)	-2%	18	i	-2%	-4%	15%	-17%	14%	8%
O=C(C1CCCN(S(=O)(=O)c2cnc[nH]2)C1)N1CCN(Cc2ccccc2)CC1 (configuration not stated)	0%	-5	i	?	4%	7%	-1%	6%	-6%
COc1ccc(CN(C)C(=O)c2ccc(NS(=O)(=O)c3ccccc3)cc2)c(OC)c1	?	-22	i	5%	-4%	-1%	4%	2%	-24%
O=S1(=O)NC(=NC2CCCCCC2)c2ccccc21	-3%	-5	i	-2%	13%	-23%	13%	3%	-4%
Cc1sc2ncnc(OCC(=O)NCc3cccs3)c2c1C	-5%	51	i	6%	20%	1%	-14%	2%	-1%
Nc1ccc(S(=O)(=O)c2ccc(N3CCOCC3)c(N)c2)cc1	nt	?	i	nt	-5%	-20%	-20%	nt	-2%
CCOC(=O)c1cc(-c2ccc(F)cc2)n(CC(=O)N2CCCC2)c1C	-1%	-14	?	-11%	12%	4%	5%	-6%	3%
O=C(NCc1cccnc1)c1cc2nc(-c3ccc4c(c3)OCO4)cc(C(F)(F)F)n2n1	20%	-21	i	3%	2%	7%	1%	nt	5%
CC1CCCN(C(=O)c2ccc3ncsc3c2)C1 (configuration not stated)	3.7µM*	28	i	9%	1%	-1%	-9%	24%	-5%
COc1ccccc1NC(=O)N1CCN(C(=O)Nc2ccccc2OC)CC1	11%	33	i	1%	1%	21%	-2%	-7%	8%
CCOC(=O)[C@]12CCCC=C1N(Cc1ccco1)C(=O)[C@H](CC(=O)N1CCN(C(=O)c3ccco3)CC1)C2	nt	-11	i	nt	16%	13%	nt	20%	25%
O=C(COC(=O)CN1CCSC1=O)Nc1ccc(F)cc1Cl	-6%	0	i	0%	2%	18%	11%	-2%	7%
Cc1cccc(NC(=O)c2cc(-c3cc(C)ccc3O)n[nH]2)c1	1%	-23	i	9%	2%	-2%	-38%	37%[activator]	11%
C=CCn1c(-c2c[nH]c3ccccc23)n[nH]c1=S	-1%	13	i	-2%	?	-5%	4%	2%	-10%
CCNc1nc(NCC)n2c(SCC(=O)NC34CC5CC(CC(C5)C3)C4)nnc2n1	18%	28	i	15%	?	-4%	-26%	3%	2%
COc1ccc(/C(O)=C2/C(=O)C(=O)N(CCCN(C)C)C2c2ccccc2)cc1OC (configuration not stated)	-3%	26	i	1%	-11%	10%	-4%	1%	4%
CCCS(=O)(=O)N1CCC(C(=O)N2CCOCC2)CC1	-3%	-9	i	-4%	-19%	-5%	-37%	-8%	-1%
CCC(=O)Nc1ccc(NC(=O)CSc2nnc(C(C)C)n2C)cc1	-3%	-19	i	0%	-4%	0%	8%	-5%	-1%
COc1cccc(CN2CCCC(C(=O)c3ccc4c(c3)OCO4)C2)c1OC (configuration not stated)	-1%	?	i	7%	-1%	-26%	-23%	-19%	-18%
Cc1c(C(=O)NCc2ccccc2)c(-c2ccccc2)nn1-c1ccccc1	-5%	-3	i	?	-4%	3%	-26%	10%	8%
CC(=O)c1c(C)nn(CC(O)COc2ccc3c(c2)CCC3)c1C (configuration not stated)	7%	?	i	-2%	-20%	-13%	-47%	-22%	?
